# M4 ag – human M4 muscarinic receptor agonists, primary screen, CHO-K1 cells, Fluo-8 calcium fluorescence | CHO-K1 hM4/Gqi5; vehicle 0%, full acetylcholine response 100% | activation, % at 3 µM | actives 0.14% (n = 360,000) | AID 624127, 2012;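 active means activation above the run mean over all test wells plus 3 SD, cut at about 32% in these data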;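 further: peak over basal fluorescence ratio per well then scaled between controls; 0% = DMSO wells and 100% = acetylcholine at EC100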
# M5 ag – human M5 muscarinic receptor agonists, primary screen, CHO-K1 cells, Fluo-8 calcium fluorescence; Muscarinic acetylcholine receptor M5 (Homo sapiens), P08912; CHO-K1 hM5 cells; 0% DMSO wells, 100% maximal acetylcholine response; activation, % at 3 µM; actives 0.19% (n = 360,000); AID 624037, 2012;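 active means activation above the run's mean over test compounds plus 3 SD, cut at about 23% in these data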;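 further: signal is peak over basal fluorescence ratio across the kinetic read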
# Target sequence (P08912 whole entry, looked up): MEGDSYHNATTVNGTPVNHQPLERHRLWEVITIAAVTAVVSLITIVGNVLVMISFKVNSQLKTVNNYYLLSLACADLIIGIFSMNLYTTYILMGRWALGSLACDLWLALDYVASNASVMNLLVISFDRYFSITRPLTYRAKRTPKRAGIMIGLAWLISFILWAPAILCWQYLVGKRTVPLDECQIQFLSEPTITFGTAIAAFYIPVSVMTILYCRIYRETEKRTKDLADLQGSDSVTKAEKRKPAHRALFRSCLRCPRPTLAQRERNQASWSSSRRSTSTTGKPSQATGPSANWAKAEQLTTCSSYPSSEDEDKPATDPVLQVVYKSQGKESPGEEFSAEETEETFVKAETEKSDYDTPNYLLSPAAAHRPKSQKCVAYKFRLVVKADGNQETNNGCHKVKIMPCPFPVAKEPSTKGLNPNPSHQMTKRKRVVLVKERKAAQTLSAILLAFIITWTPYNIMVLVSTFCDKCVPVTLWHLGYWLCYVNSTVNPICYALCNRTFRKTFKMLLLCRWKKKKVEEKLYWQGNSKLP
# CHRM5 antagonist – human M5 muscarinic receptor antagonists, primary screen, CHO cells, Fluo-8 calcium fluorescence. Muscarinic acetylcholine receptor M5 (Homo sapiens), P08912. inhibition, % at 3 µM. actives 0.59% (n = 360,000). CHO-hM5 cells, ACh EC80;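 active means inhibition above a per-plate cutoff, the mean of that plate's test compounds plus 3 SD, cut at about 27% in these data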;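 further: 0% = acetylcholine EC80 with DMSO and 100% = DMSO without agonist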
# M1 antag – human M1 muscarinic receptor antagonists, primary screen, CHO-K1 cells, Fluo-8 calcium fluorescence, 1536-well; Muscarinic acetylcholine receptor M1 (Homo sapiens), P11229; CHO-K1 hM1, ACh EC80 antagonist; inhibition, % at 3 µM; actives 1.3% (n = 360,000); AID 588852, 2011;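 active means percent inhibition above its own plate's cutoff, namely the mean of that plate's compound wells plus 3 SD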;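 further: peak over basal fluorescence ratio during 140 s after agonist addition; 0% = ACh EC80 plus DMSO and 100% = DMSO alone without agonist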
# Target sequence (P11229 whole entry, looked up): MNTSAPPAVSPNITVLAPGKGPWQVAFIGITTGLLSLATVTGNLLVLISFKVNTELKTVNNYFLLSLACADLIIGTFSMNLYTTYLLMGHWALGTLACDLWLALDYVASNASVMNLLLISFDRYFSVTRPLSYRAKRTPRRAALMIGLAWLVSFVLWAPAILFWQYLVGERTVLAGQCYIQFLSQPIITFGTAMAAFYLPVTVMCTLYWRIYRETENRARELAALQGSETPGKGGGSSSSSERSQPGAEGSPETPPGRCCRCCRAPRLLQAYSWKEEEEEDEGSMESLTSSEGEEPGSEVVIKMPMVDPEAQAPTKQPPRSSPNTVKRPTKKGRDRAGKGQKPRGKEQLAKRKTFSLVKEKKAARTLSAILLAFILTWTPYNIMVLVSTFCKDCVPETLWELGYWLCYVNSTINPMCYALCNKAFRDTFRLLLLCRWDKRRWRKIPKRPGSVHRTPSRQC
# M5 PAM – human M5 muscarinic receptor positive allosteric modulators, primary screen, CHO-K1 cells, Fluo-8 calcium fluorescence; Muscarinic acetylcholine receptor M5 (Homo sapiens), P08912; CHO-K1 hM5, ACh EC20 PAM; 0% = ACh EC20, 100% = ACh EC100; activation, % at 3 µM; actives 0.3% (n = 360,000);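 active means activation above the run cutoff, the mean activation of all test compounds plus 3 SD, cut at about 18% in these data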
#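 System: CHO-K1 cell line with stable human muscarinic M5 receptor expression | Also added: EC20 acetylcholine as agonist stimulus | Compound: One concentration, 3 µM final (nominal) | Timing: Fluo-8 loading 80 min at 37 °C plus 30 min room temperature | Measured by: Fluo-8 calcium dye fluorescence, kinetic read | Read-out basis: % activation, ACh-normalized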
# M4 PAM – human M4 muscarinic receptor positive allosteric modulators, primary screen, CHO-K1 cells, Fluo-8 calcium fluorescence. Muscarinic acetylcholine receptor M4 (Homo sapiens), P08173. CHO-K1 hM4/Gqi5, ACh EC20; 0% = ACh EC20, 100% = maximal ACh. activation, % at 3 µM. actives 0.4% (n = 360,000). AID 624126, 2012;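 active means activation above its plate's cutoff, the mean activation of sample wells plus 3 SD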; further: some results filed as inactive read as strong as hits
# CHRM4 antagonist – human M4 muscarinic receptor antagonists, primary screen, CHO cells, Fluo-8 calcium fluorescence | Muscarinic acetylcholine receptor M4 (Homo sapiens), P08173 | CHO-hM4 cells, ACh EC80 | inhibition, % at 3 µM | actives 0.73% (n = 360,000) | AID 624125, 2012;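 active means inhibition above its plate's cutoff, the mean inhibition of sample wells plus 3 SD, cut at about 27% in these data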;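 further: 0% = acetylcholine EC80 with DMSO and 100% = DMSO without agonist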
# CRFBP-R2 agonist – agonists of CRF-BP/CRF-R2 complex, primary screen, cell-based, HEK293, calcium dye fluorescence, uHTS; calcium dye fluorescence (FLIPR); percent of saturating CRF peptide response; activation, % at 13.2 µM; actives 0.46% (n = 350,000); AID 588473, 2011;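 active means activation of at least 50%, plus an integration ratio under a set limit after plate pattern correction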;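 further: plate controls were neutral control wells without compound for no effect and CRF at EC100 for full effect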
# M1 PAM – human M1 muscarinic receptor positive allosteric modulators, primary screen, CHO-K1 cells, Fluo-8 calcium fluorescence, 1536-well; activation, % at 3 µM; Muscarinic acetylcholine receptor M1 (Homo sapiens), P11229; CHO-K1 hM1, ACh EC20; 0% = ACh EC20, 100% = maximal ACh; actives 0.088% (n = 360,000); in the data active means activation above about 19%, passing the limit was not always enough
# The depositor's hits bear a star; nt = not tested or not shown.
SMILES,M4 ag,M5 ag,CHRM5 antagonist,M1 antag,M5 PAM,M4 PAM,CHRM4 antagonist,CRFBP-R2 agonist,M1 PAM
Nc1cc(=O)[nH]c(SCC(=O)Nc2ccccc2-c2ccccc2)n1,12,6,12,4,-4,-6,1,0.8,0
CCCS(=O)(=O)N1CCCC(C(=O)NCCN(Cc2ccccc2)C(C)C)C1 (centres undefined),0,-8,4,28,-6,-7,16,0.4,-10
CC(C(=O)NCCS(=O)(=O)c1ccc(Cl)cc1)S(=O)(=O)c1ccc(Cl)cc1 (centres undefined),2,-2,-1,10,-6,2,-3,-1.7,-3
O=C(N/N=C/c1ccoc1)c1ccc(Br)cc1,1,-4,0,-5,2,-2,-12,-0.2,2
O=C(CSc1nc2ncccc2[nH]1)Nc1c(F)cc(F)cc1Br,2,3,-14,6,2,-2,-3,-0.8,-2
Cn1nc(OCc2ccccc2)ccc1=O,0,-1,-7,5,9,1,9,0.0,1
CCOCCn1c(SCC)nc2c1c(=O)[nH]c(=O)n2C,0,-4,5,-18,4,-4,5,-1.8,0
Cc1cc(Sc2ccc([N+](=O)[O-])cn2)ccc1Br,0,-3,3,-12,2,-4,-9,-0.5,4
COc1cc(-c2cc(=O)c3ccc(O)cc3o2)cc(OC)c1OC,3,3,3,8,-5,0,-9,nt,-6
N=C1S/C(=C\c2ccc(O)cc2)C(=O)N1c1ccc(F)cc1,1,1,-4,-5,7,1,-3,6.7,-2
NC(=O)c1ccc(Nc2ccc([N+](=O)[O-])cc2[N+](=O)[O-])cc1,3,1,5,6,12,2,-2,-6.3,4
CCn1c(=O)c2sccc2n(CC(=O)NC2CCCC2)c1=O,-1,-2,13,-3,3,0,-6,-0.4,8

# Some of these compounds in order of number of heavy atoms, falling:
SMILES,M4 ag,M5 ag,CHRM5 antagonist,M1 antag,M5 PAM,M4 PAM,CHRM4 antagonist,CRFBP-R2 agonist,M1 PAM
CCCS(=O)(=O)N1CCCC(C(=O)NCCN(Cc2ccccc2)C(C)C)C1 (centres undefined),0,-8,4,28,-6,-7,16,0.4,-10
COc1cc(-c2cc(=O)c3ccc(O)cc3o2)cc(OC)c1OC,3,3,3,8,-5,0,-9,nt,-6
O=C(CSc1nc2ncccc2[nH]1)Nc1c(F)cc(F)cc1Br,2,3,-14,6,2,-2,-3,-0.8,-2
CCOCCn1c(SCC)nc2c1c(=O)[nH]c(=O)n2C,0,-4,5,-18,4,-4,5,-1.8,0
Cc1cc(Sc2ccc([N+](=O)[O-])cn2)ccc1Br,0,-3,3,-12,2,-4,-9,-0.5,4
O=C(N/N=C/c1ccoc1)c1ccc(Br)cc1,1,-4,0,-5,2,-2,-12,-0.2,2

# Other entries:
SMILES,M4 ag,M5 ag,CHRM5 antagonist,M1 antag,M5 PAM,M4 PAM,CHRM4 antagonist,CRFBP-R2 agonist,M1 PAM
CCOC(=O)c1[nH]c2ccc(OC)cc2c1NC(=S)N1CCN(c2cccc(C)c2C)CC1,3,-7,10,2,-14,-10,5,-1.2,-5
CCCCOc1ccc(Br)cc1CSC(=N)N,10,1,40*,26*,-18,-10,26*,2.0,-18
Cc1ccc(-c2csc(NC(=O)CCNC(=O)c3ccc(Cl)cc3)n2)cc1,0,-4,3,11,-8,-2,-5,5.0,-12
O=C(C[n+]1cccc2ccccc21)c1ccccc1,0,-5,10,2,-3,-6,13,15,-3
CN(C)CCCN(C(=O)c1cc2ccccc2oc1=O)c1nc2c(F)cccc2s1,3,-2,13,4,-12,-12,7,0.0,-3
CC(C)CNC(=O)Nc1ccc(F)c(Cl)c1,6,3,8,2,-9,-4,1,4.2,3
COc1cc2c(cc1NC(=O)COC(=O)C(CCSC)NC(=O)c1ccccc1Cl)oc1ccccc12 (centres undefined),1,-3,2,1,-4,-3,1,9.6,0
O=C(NCCCSc1ccccc1)c1cnc(Cl)c(Cl)c1,5,-3,13,3,-6,-6,-2,-2.7,-5
CCCCC(=O)Nc1ccc(C(=O)NN2C(=O)c3ccccc3C2=O)cc1,1,4,-5,6,0,2,-3,-1.1,2
O=C1/C(=C\c2ccc(O)c(O)c2)C(c2ccccc2)=NN1c1ccccc1,13,14,11,4,-4,-8,1,-0.2,1
CCOc1ccc(C2NCCc3cc(OC)c(OC)cc32)cc1OC (centres undefined),1,-2,-2,-1,8,14*,-11,-2.5,-6
O=C(O)c1ccc(COc2ccc3c4c(c(=O)oc3c2)CCC4)o1,1,-1,5,-15,-3,4,-4,-0.6,8
O=C(NC(Cc1ccccc1)C(=O)NCc1ccccn1)c1ccco1 (centres undefined),0,0,15,12,-7,-9,-1,0.7,2
CCOC(=O)CNC(=O)COc1coc(CN2CCN(c3ccc(F)cc3)CC2)cc1=O,0,-1,1,-3,-3,-4,2,0.7,4
CC(C)C(NCC(=O)Nc1ccccc1C(=O)NC1CC1)c1ccccc1 (centres undefined),6,3,-2,-16,5,0,-4,-0.6,4
Cc1nccn1CC(=O)N/N=C/c1ccccc1O,0,-4,12,-8,-2,10,8,0.5,11
COc1ccc(NC(=O)c2ccc(N3CCOCC3)nc2)cc1,2,-4,10,7,-4,-2,-4,2.7,-3
O=C(OCc1cn([C@H]2C[C@H](c3ccc(Cl)cc3)N(C(=O)c3cccs3)C[C@@H]2O)nn1)c1ccccc1,4,2,7,-7,2,4,-5,-0.3,7
Cc1c(OCC(=O)N2C[C@H]3C[C@@H](C2)c2cccc(=O)n2C3)ccc2c3c(c(=O)oc12)CCC3,0,0,7,-1,-3,0,-8,1.3,4
O=C(NC(=S)Nc1ccccc1N1CCCCC1)c1ccccc1,3,8,-9,3,19*,18*,6,2.3,7
O=C(Nc1ccc(-c2cnco2)cc1)c1ccc(Cl)cc1,1,0,14,-12,-6,0,4,-1.8,6
O=C(Nc1nccs1)C1CC(=O)N(c2ccccc2)C1 (centres undefined),2,-2,10,-6,0,9,-14,-0.1,3
COc1ccc(/C=N/NC(=O)c2cc(C(C)(C)C)[nH]n2)cc1COc1ccc(F)cc1F,3,-9,12,19,-2,-4,3,2.2,-7
CCOC(=O)CC(=O)CSc1nccc(-c2cccnc2)n1,1,5,12,3,-4,-15,-4,-2.1,2
COc1ccc(CCN(C)Cc2ccc(OCc3ccccc3)c(OC)c2)cc1OC,4,-4,12,8,-1,-9,7,1.1,-7
CCC(OC(=O)C(C)N1C(=O)C(=O)c2ccccc21)C(=O)Nc1ccccc1OC (centres undefined),7,8,8,-5,-7,-5,-4,-0.5,8
Cc1cc2c3c(c1)C(C)CC(C)(C)N3C(=O)C2=O (centres undefined),2,19,2,3,-3,-7,-10,-2.0,1
O=C(Cn1cnc2c(nnn2Cc2ccc(F)cc2)c1=O)NC1CCCC1,0,1,5,12,-6,-10,14,-0.1,-7
CC1(OC(=O)C2CCCC2)C(=O)C=C2C=C(c3ccsc3)N(c3ccccc3)C=C2C1=O (centres undefined),3,1,5,9,9,6,2,3.7,-8
Cc1cc(Cl)c(S(=O)(=O)N/N=C/c2ccc3c(c2)OCO3)c(Cl)c1,0,-4,13,-6,-1,9,-3,-2.6,-1
CCC(C)c1ccccc1O (centres undefined),2,1,1,0,0,1,-4,-0.6,-4
CCC1CCc2sc(C(=O)N3CCN(c4ccccn4)CC3)cc2C1 (centres undefined),0,-2,7,5,0,-2,3,0.5,0
Cc1nc2ccccc2c(=O)n1Cc1ccco1,0,-2,1,-21,9,3,2,-3.3,16
CCn1cnc2sc(C(=O)Nc3ccc4c(c3)OCO4)c(C)c2c1=O,1,-2,5,2,-5,1,8,0.3,2
O=C(COC(=O)c1n[nH]c2ccccc12)NCCc1ccc(Cl)cc1,22,5,0,4,1,-8,1,-0.3,-7
Cc1c(C(=O)N2CCCCC2)c(S(=O)(=O)NCCc2ccc(Cl)cc2)c(C)n1C,1,-2,9,-2,-4,0,12,-0.7,1

# The closing three entries of the part above open the next one:
SMILES,M4 ag,M5 ag,CHRM5 antagonist,M1 antag,M5 PAM,M4 PAM,CHRM4 antagonist,CRFBP-R2 agonist,M1 PAM
CCn1cnc2sc(C(=O)Nc3ccc4c(c3)OCO4)c(C)c2c1=O,1,-2,5,2,-5,1,8,0.3,2
O=C(COC(=O)c1n[nH]c2ccccc12)NCCc1ccc(Cl)cc1,22,5,0,4,1,-8,1,-0.3,-7
Cc1c(C(=O)N2CCCCC2)c(S(=O)(=O)NCCc2ccc(Cl)cc2)c(C)n1C,1,-2,9,-2,-4,0,12,-0.7,1
CCOc1ccc(C(C(=O)NC2CCCC2)N(C(=O)CNC(=O)c2ccco2)c2cccnc2)cc1 (centres undefined),3,1,-3,-15,7,8,-12,-0.9,14
CO/N=C\c1cc(C(=O)c2ccc(Cl)cc2Cl)cn1C,9,-2,5,-3,-7,-2,-5,2.4,-7
O=C(/C=C/c1ccccc1)Nc1ccc(CN2CCOCC2)cc1,2,-1,-2,-10,-1,-8,2,-0.8,7
COc1ccc(CCC(=O)Nc2cc(S(=O)(=O)N3CCCCC3)ccc2N(C)C)cc1,0,2,-6,-2,4,-2,-3,-1.1,4
Fc1ccccc1CNc1ccc(Cl)cc1,-1,-2,0,-9,-4,-3,-3,-0.4,9
CCCCC1(O)CC(C(F)(F)F)=NN1C(=O)COc1ccccc1 (centres undefined),15,4,12,0,-4,1,-3,-0.3,0
CC(=O)N1CCc2cc(Br)cc(S(=O)(=O)NCCN3CCCCC3C)c21 (centres undefined),0,-12,-4,-1,6,-2,1,-0.4,0
CCCc1cc(=O)oc2cc(OCc3cccc(OC)c3)c(Cl)cc12,1,-2,-5,-7,0,-5,-2,4.1,7
C/C(CC(=O)Nc1ccc(C)c(Cl)c1)=N\NC(=O)c1cccc(O)c1,3,1,4,-11,-7,-3,-10,-0.5,6
O=C(NCc1ccco1)c1nnc(Cc2ccc(Cl)cc2)o1,-2,-2,1,-18,1,-6,39*,-1.6,13
CCN(Cc1ccc(C#CCCO)cc1)CC1CCCN(CCc2cccc(OC)c2)C1 (centres undefined),4,-1,2,24,-12,-13,12,1.5,-18
Fc1cc(Br)ccc1NC(=S)Nc1cccnc1,1,0,11,-3,1,-2,-2,-1.2,5
Cc1ccsc1/C=N/NC(=O)c1ccc2c(c1)OCCO2,7,-2,6,-8,0,-4,-1,0.8,6
CSc1ccc(CNCC2CCCO2)cc1 (centres undefined),1,-12,0,-18,5,4,-6,-1.2,10
Cc1ccc(C(=O)O/N=C(/c2nonc2N)N(C)C)cc1,1,0,1,-12,-2,3,3,1.1,-6
CC(C)CCNC(=O)CN(Cc1ccccc1Cl)C(=O)CCC(=O)Nc1ccccn1,4,1,4,-2,-2,3,-12,-2.0,2

# Source: PubChem (several laboratories)

# This is a random part of the collection; 2.8% or so of the library scored in one or more.
